Screening results as filed in PubChem.
NCI-60 one-dose screen, 48 h, at 10 µM unless noted. Numbers give growth in % (100 = growth as untreated, 0 = no growth, -100 = all killed).
SK-MEL-2 = SK-MEL-2 melanoma. 4.7% of 77,000 active
SK-MEL-5 = SK-MEL-5 melanoma; 6.4% of 80,000 active; AID 1794755
MDA-MB-435 = MDA-MB-435 melanoma; 7.8% of 82,000 active; AID 1794794
UACC-62 = UACC-62 melanoma; AID 1794756; 5.4% of 81,000 active
UACC-257 = UACC-257 melanoma; 4.4% of 78,000 active
A549/ATCC = A549/ATCC NSCLC; 3.7% of 81,000 active
M14 = M14 melanoma; 6.2% of 80,000 active; AID 1794745
SK-MEL-28 = SK-MEL-28 melanoma | 4.1% of 81,000 active | AID 1794761
The depositor's hits bear a star; nt = not tested or not shown; & = joins results of further samples; [ ] = another dose, or the depositor's remark. The calls were made as follows: active = growth percent below 10; inactive = the rest.

nr	Structure	SK-MEL-2	SK-MEL-5	MDA-MB-435	UACC-62	UACC-257	A549/ATCC	M14	SK-MEL-28
1	CCCCN(CCCC)CCCCCCCCCCO	87	103	107	114	106	115	93	112
2	Cc1ccc(Cc2cnc(NC(=O)/C(C#N)=C/c3ccc(-c4ccc(Cl)cc4)o3)s2)cc1	nt	92	94	95	100	103	96	103
3	Cc1cc(Cl)ccc1Nc1nc(C(F)(F)F)ccc1C(=O)N/N=C/c1cccc(O)c1	16	-52*	56	39	44	nt	44	52
4	O=c1[nH]cnc2c1ccn2C1OC(CO)C(O)C1O (stereo not given)	21	83	nt	73	86	84	56	91
5	Clc1ncnc2c1ncn2Cc1ccccc1	109	105	102	96	nt	98	107	104
6	COC(=O)C1CN(S(=O)(=O)/N=C2\NC(=O)NC2=C(Cl)Cl)C1	108	100	107	96	101	101	101	112
7	COc1ccc(C2CC(c3ccc(N)cc3)=NN2C(=O)c2cc(-c3ccc(Cl)cc3)nc3ccccc23)cc1 (stereo not given)	81	79	20	59	89	76	72	83
8	CCOc1nc(-c2ccccc2)cc2c(O)c(C(=O)N/N=C/c3ccc(N(C)C)cc3)[nH]c(=O)c12	79	105	118	98	125	107	119	99
9	COc1ccc(-c2cc(-c3ccncc3)[nH]c(=O)c2C#N)cc1	110	105	106	97	104	98	106	103
10	Cc1ccccc1NCS(=O)(=O)O	115	100	102	93	115	107	nt	120
11	CC(=O)c1ccc(N2CCN(c3ccc(C(C)=O)cc3)CC2)cc1	98	105	101	100	109	100	103	105
12	CCCCCCOC(=O)C[C@H]1C[C@H](C(=O)OCCCCCC)C1(C)C	87	104	113	108	103	116	94	112
13	CC(=O)OCC(OC(C)=O)C(OC(C)=O)C(OC1OC(COC(C)=O)C(OC(C)=O)C(OC(C)=O)C1OC(C)=O)C(COC(C)=O)OC(C)=O (stereo not given)	102	96	100	98	104	100	97	105
14	CCOC(=O)c1nc(Nc2ccc(NC(=O)Nc3cccc(OC)c3)cc2)c2ccccc2n1	105	97	101	93	109	106	102	98
15	COc1ccc([N+](=O)[O-])c(S(=O)(=O)c2ccc(Cl)cc2)n1	93	92	41	89	95	99	60	82
16	COc1ccc(-c2[nH]c3ccc(OC)cc3c2/C=C(\C#N)S(=O)(=O)c2ccccc2)cc1	83	-26*	1.9*	22	82	23	25	43
17	C=CCNC(=O)c1ccccc1OCC(=O)O	118	111	105	104	110	110	89	117
18	CC(C)(C)c1cc(NC(=O)Nc2ccc(-c3cn4c5c(sc4n3)CCc3c[nH]cc3-5)cc2)no1	-12*	19	26	50	32	29	6.9*	23
19	COc1ccc(-n2c(SCc3cc(OC)c(OC)c(OC)c3)nc3cc(OC)c(OC)cc3c2=O)cc1	nt	95	23	96	nt	100	112	91
20	COc1cc(NC(=O)CSc2nc3ccc(C)cc3c(=O)n2Cc2ccccc2)cc(OC)c1OC	57	39	67	53	61	67	66	75
21	CCCCCCCCNc1cccc2c1C(=O)c1ccccc1C2=O	108	nt	105	96	98	92	107	114
22	CC1(C)C=C(C(=O)ON2C(=O)CCC2=O)C(C)(C)N1O	nt	101	104	107	100	96	104	109
23	CCOC(=O)CNC(=O)c1c(C)[nH]c(-c2nc3ccccc3[nH]2)c1C	98	100	99	95	96	103	105	105
24	CCCCC(CC)COC(=O)/C=C/c1cccc2c1C(=O)NC(C)(c1cc3cc(Cl)ccc3oc1=O)N2 (stereo not given)	111	103	110	87	101	88	103	115
25	CC(C)c1ccc(C(=O)Nc2sc3c(CN(C)C)c(O)ccc3c2C(N)=O)cc1	96	88	63	104	9.3*	33	19	84

(listing goes on)
nr	Structure	SK-MEL-2	SK-MEL-5	MDA-MB-435	UACC-62	UACC-257	A549/ATCC	M14	SK-MEL-28
26	O=C(Nc1cc(Cl)c(Cl)cc1Cl)N1CCOCC1	nt	102	116	101	116	99	109	100
27	Clc1cccc(Cl)c1C1CSc2ccccc2N=C1c1ccccc1 (stereo not given)	90	87	15	69	51	74	87	90
28	O=C1c2ccccc2C(=O)N1/N=C/c1ccc2c(c1)OCO2	95	105	114	90	100	88	100	103
29	CC(C)=NNc1ccccn1	83	70	55	57	12	35	36	57
30	N#Cc1c(-c2ccc(F)cc2)c(C#N)c2c(C#N)c(N)nn2c1N	102	97	101	105	110	92	105	111
31	COC(=O)/C=C1/SC(=NCc2ccccc2)N(CCc2c[nH]c3ccccc23)C1=O	86	88	72	72	82	93	80	86
32	CC/C(=N/Nc1ccc([N+](=O)[O-])cc1[N+](=O)[O-])c1ccccc1	nt	101	105	98	nt	102	109	111
33	N#CC(Cc1ccccc1)c1cc2ccccc2[nH]1 (stereo not given)	102	101	101	88	77	81	90	112
34	COc1ccc(C2CC(=O)c3c(O)c(OC)c(OC)c(OC)c3O2)c(O)c1 (stereo not given)	52	20	-34*	37	nt	28	13	61
35	COc1ccc(C(=S)N2CCN(c3cccc(C)c3)CC2)cc1	104	99	106	99	113	102	99	104
36	CC(C)CN1CC(C(=O)Nc2ccc3c(c2)-c2ccccc2C3)CC1=O (stereo not given)	82[50 µM]	69[50 µM]	90[50 µM]	47[50 µM]	40[50 µM]	79[50 µM]	77[50 µM]	80[50 µM]
37	COc1ccc(/C=C2/SC(=O)NC2=O)cc1OCc1cn(-c2ccc(S(=O)(=O)Nc3nccs3)cc2)nn1	105	101	105	99	102	103	108	109
38	COC(=O)C1([N+](=O)[O-])CC(c2ccccc2)ON(c2ccccc2)C1/C=C/c1ccccc1 (stereo not given)	98	89	92	74	nt	75	96	110
39	COc1c(C)c(C)c(OC)c2c1[nH]c(=O)c1c3cccnc3cn21	110	119	110	98	126	114	103	125
40	Cc1ccc(NCCN2CCOCC2)c2c(=O)c3ccccc3sc12	103	91	89	85	105	86	29	98
41	O=C1N=C(N2CCCCC2)S/C1=C\c1cn(-c2ccccc2)nc1-c1ccccc1	102	101	101	97	100	97	99	97
42	COc1ccc(CCN2C(=O)C(C)(C)SC2=S)cc1OC	107	100	99	93	99	101	98	102
43	Cn1c2ccccc2c2nnc(SCCN3CCCCC3)nc21	111	100	100	97	112	105	102	103
44	OCCNc1nc(Nc2ccc(C3=NN(c4cc(Cl)cc(Cl)c4)C(c4ccc(C(F)(F)F)cc4)C3)cc2)nc(N2CCOCC2)n1 (stereo not given)	116	76	67	70	95	59	91	81
45	COc1ccc(NC(=O)Nc2ccc(OCC(=O)N=Nc3c(O)[nH]c4ccc(Br)cc34)cc2)cc1	96	nt	86	94	102	105	72	105
46	CC1(C)C/C(=C\c2cc(O)ccc2[N+](=O)[O-])C(=O)c2ccccc21	101	69	90	59	81	85	96	99
47	Cc1cc(C(=O)Nc2ncc(Cc3ccc(F)cc3)s2)c(C)o1	83	77	47	20	76	50	42	79
48	O=C(N[C@@H]1CCCc2ccccc21)[C@H](CCC(=O)N1CCN(C2CCCCC2)CC1)N1C(=O)[C@@H](N2C(=O)OC[C@@H]2c2ccccc2)[C@H]1/C=C/c1ccccc1	21	-93*	9.9*	51	11	28	14	25
49	Cl.Fc1c[c-]c(-c2ccccn2)c(F)c1.[Pt].c1ccc([PH+](c2ccccc2)c2ccccc2[PH+](c2ccccc2)c2ccccc2)cc1	-82*	-97*	-94*	-86*	-72*	-69*	-72*	-95*
50	Cc1cc(C(=C2C=CC(=Nc3ccccc3)C=C2)c2ccc(Nc3ccccc3)cc2)ccc1N	-87*	-96*	-68*	-66*	-92*	-92*	nt	-82*

Grouped by structure: the entries above with a cyano group (5)
nr	Structure	SK-MEL-2	SK-MEL-5	MDA-MB-435	UACC-62	UACC-257	A549/ATCC	M14	SK-MEL-28
2	Cc1ccc(Cc2cnc(NC(=O)/C(C#N)=C/c3ccc(-c4ccc(Cl)cc4)o3)s2)cc1	nt	92	94	95	100	103	96	103
9	COc1ccc(-c2cc(-c3ccncc3)[nH]c(=O)c2C#N)cc1	110	105	106	97	104	98	106	103
16	COc1ccc(-c2[nH]c3ccc(OC)cc3c2/C=C(\C#N)S(=O)(=O)c2ccccc2)cc1	83	-26*	1.9*	22	82	23	25	43
30	N#Cc1c(-c2ccc(F)cc2)c(C#N)c2c(C#N)c(N)nn2c1N	102	97	101	105	110	92	105	111
33	N#CC(Cc1ccccc1)c1cc2ccccc2[nH]1 (stereo not given)	102	101	101	88	77	81	90	112

(next part)
nr	Structure	SK-MEL-2	SK-MEL-5	MDA-MB-435	UACC-62	UACC-257	A549/ATCC	M14	SK-MEL-28
51	O=c1c2ccccc2[nH]c2c3c(cn12)nc1ccccn13	70	106	102	97	102	90	92	113
52	Cc1c(Cc2ccccc2)c(=O)oc2cc(O)ccc12	94	105	106	99	91	91	104	107
53	O=C(O)/C=C/c1cc(O)c2c(c1)[C@@H](C(=O)O)[C@H](c1ccc(O)c(O)c1)O2	100	98	102	96	90	93	104	111
54	COc1cc2c(cc1OC)C1=NN(C(=O)Nc3ccc(C)cc3C)C(c3ccccc3Cl)C1C2 (stereo not given)	95	85	63	82	96	86	95	103
55	CCOC(=O)C1=NN(c2ccccc2)C2=NC(=O)/C(=C\c3cn(-c4ccccc4)nc3-c3cc4ccccc4o3)C(=O)N12	99	94	108	82	102	97	101	110
56	N#CC1=C(Nc2ccccc2)c2nc3ccccc3c(=O)n2C1	116	106	105	90	110	105	100	103
57	CC(=O)Nc1ccc(C=Nc2ccc3ccccc3c2)cc1	121	100	112	97	103	106	97	108
58	COc1ccc(C(=O)n2nc(-c3ccccc3)nc2N)cc1OC	103	93	109	87	98	95	105	107
59	O=C(O)c1ccc(NCn2nc(-c3cc(-c4ccccc4)nc4ccccc34)oc2=S)cc1	111	97	98	88	114	101	102	98
60	O=C1c2ccccc2C(=O)c2c1nc(-c1ccc(Cl)cc1)n2O	115	93	103	94	103	101	nt	97
61	CC1=NN(C(=O)CSc2nnc3n(Cc4ccccc4)c(=O)c4c(C)c(C(N)=O)sc4n23)C(=O)C1	106	114	103	104	100	97	102	95
62	CC(=O)Nc1ccc(/C=C2/SC(=S)N(/C=C(\c3ccccc3)S(=O)Cc3ccccc3)C2=O)cc1 (stereo not given)	88	95	101	96	80	78	75	100
63	COc1nc2c(c(=O)n1C)CN(c1ccccc1)C(=O)CN2	97	114	97	91	90	101	96	108
64	CC1=C(c2cc3ccccc3c3ccccc23)CCCC1	114	97	99	93	95	100	98	102
65	CN(C)C(=O)c1cccc(N)c1	111	99	104	104	nt	nt	102	104
66	CN1C(=O)C(Nc2ccc(C(=O)Nc3ccc(Cl)cc3)cc2)=C(c2ccc(Cl)cc2)C1=O	65	50	72	67	77	69	64	86
67	COc1ccc(CCc2ccncc2)cc1	112	102	108	107	nt	103	102	106
68	Cc1ccc(CO)c2ccccc12	88	99	95	115	90	96	111	120
69	COC(=O)/C=C/c1cn(Cc2ccccc2)c2ccc(Br)cc12	95	87	29	88	92	97	104	nt
70	O=C(O)CCN1C(=O)/C(=C/c2cc3cc4c(cc3nc2Cl)OCO4)SC1=S	99	94	85	66	92	98	84	109
71	CC(=O)CC(=O)c1cccs1	123	115	100	103	122	110	117	111
72	O=C(Nc1ccc(C2=NCCN2)cc1)c1ccc(C(=O)Nc2ccc(C3=NCCN3)cc2)cc1	133&76	95&85	112&98	114&81	104&118	93&76	102&78	120&159
73	Nc1c(C(=O)Nc2ccncc2)sc2nc3c(cc12)C(O)CCC3 (stereo not given)	97	92	101	80	96	92	114	86
74	COc1nc(N)nc2c1ncn2C1O[C@H](CO)[C@@H](O)[C@@H]1O (stereo not given in full)	nt	108	108	112	111	105	108	105
75	Cn1c(-c2sc3nnc(-c4ccccc4)c(-c4ccccc4)c3c2O)n[nH]c1=S	106	108	119	128	96	96	114	113

(continued)
nr	Structure	SK-MEL-2	SK-MEL-5	MDA-MB-435	UACC-62	UACC-257	A549/ATCC	M14	SK-MEL-28
76	COC(=O)C(NC(=O)c1ccccc1)C(C)(C)SCc1ccccc1 (stereo not given)	113&104	99&98	104&104	80&92	111&98	101&100	101&109	108&109
77	COc1ccc2nc3cc(Cl)ccc3c(NCCCNCCO)c2c1	-88*	14	-69*	-64*	-75*	-26*	-63*	-49*
78	Cc1ccc(Nc2nnc(-c3csc(N)n3)s2)cc1	103	99	102	101	100	95	108	106
79	COC(=O)C1(C(F)(F)F)C(C)=C(C)N(c2ccccc2)C2=C1CCCC2 (stereo not given)	nt	92	97	65	85	83	97	121
80	Cc1cc(C(=O)CCCC(=O)c2cc(C)c(O)c(C)c2)cc(C)c1O	101	29	101	97	105	104	99	105
81	CCCCCOc1ccc(OCCCN2CCN(C(=O)OCC)CC2)cc1	88	58	89	nt	51	71	75	97
82	CC(=O)Oc1cccc(OC(C)=O)c1	nt	104	109	84	nt	36	109	99
83	O=C(Nc1ccncc1)C(=O)c1cn(S(=O)(=O)c2ccc(Oc3ccccc3)cc2)c2ccccc12	nt	98	94	79	103	72	102	110
84	CC(=O)Nc1ccc(S(=O)(=O)N/N=C/CCc2ccccc2)cc1	104	102	111	94	103	86	106	116
85	COc1cccc(C2=NN(/C=C3\SC(=O)NC3=Nc3ccc(Cl)cc3)C(c3ccc(F)cc3F)C2)c1 (stereo not given)	120	85	105	72	105	98	102	113
86	O=C1c2c(O)c(O)c(S(=O)(=O)O)c(O)c2C(=O)c2c(O)c(O)c(S(=O)(=O)O)c(O)c21	nt	98	103	91	nt	52	99	107
87	COc1ccc(/C=C2\COc3ccc(O)c(O)c3C2=O)cc1	57	-1.8*	11	4.7*	15	38	8.1*	57
88	CC(=O)OCC1OC(n2ccc(N)nc2=O)C(OC(C)=O)C1OC(C)=O (stereo not given)	151	88	110	103	nt	98	88	121
89	O=c1[nH]c(CN2CCN(c3cccc(Cl)c3)CC2)nc2cc(Cl)ccc12	47	99	103	94	60	89	89	102
90	Cc1ccccc1NC(=O)N/C(N)=N/c1nc(-c2cccc([N+](=O)[O-])c2)cs1	37	49	-20*	34	52	54	19	54
91	CCc1ccc(S(=O)(=O)Nc2cc3c(C(=O)O)c(C)oc3c3ccccc23)cc1	98	104	100	93	93	97	91	97
92	COc1ccc(/C(C#N)=C2C=C/C(=N\O)C(C)=C/2Cl)cc1	108	101	95	79	88	102	105	111
